Compound activity (PubChem)
NCI-60 one-dose screen, 48 h, at 10 µM unless noted. Numbers give growth in % (100 = growth as untreated, 0 = no growth, -100 = all killed).
HOP-92 = HOP-92 NSCLC cells | 6.3% of 71,000 active
SK-MEL-28 = SK-MEL-28 melanoma | 4.1% of 81,000 active | AID 1794761
SK-MEL-5 = SK-MEL-5 melanoma | AID 1794755 | 6.4% of 80,000 active
HOP-62 = HOP-62 NSCLC; AID 1794735; 3.9% of 80,000 active
M14 = M14 melanoma; 6.2% of 80,000 active
A549/ATCC = A549/ATCC NSCLC; 3.7% of 81,000 active; AID 1794740
EKVX = EKVX NSCLC. 3% of 71,000 active
SK-MEL-2 = SK-MEL-2 melanoma; 4.7% of 77,000 active
An asterisk follows results filed as active; x = no result given; & = joins results of further samples; [ ] = remark or other dose. The calls were made as follows: active = growth percent below 10; inactive = the rest.

SMILES	HOP-92	SK-MEL-28	SK-MEL-5	HOP-62	M14	A549/ATCC	EKVX	SK-MEL-2
Cc1nn(-c2ccccc2)c2nc(C)n(CC(=O)N/N=C/c3ccccc3O)c(=O)c12	62	38	-2.8*	31	2.1*	26	13	38
C[N+](C)(C)CC(=O)NNC(=O)Nc1cccc([N+](=O)[O-])c1	84	109	101	116	105	115	97	109
O=c1[nH]c(=S)[nH]cc1Oc1ccc(Br)cc1Br	64	113	108	99	x	109	116	104
C=C1CC/C=C(\C)C(=O)C[C@@H]2[C@@H]1CC2(C)C	88	104	106	119	98	109	104	102
C[C@H]1[C@H](C)CC[C@]2(C(=O)NC3CCCCC3)CC[C@]3(C)C(=CC[C@@H]4[C@@]5(C)Cc6c([nH]c7ccccc67)C(C)(C)[C@@H]5CC[C@]43C)[C@H]12	79	101	99	103	104	98	97	109
Cc1cc(C)nc(NS(=O)(=O)c2ccc(Nc3nc(-c4ccc(O)cc4O)c4c(=O)[nH]c(Nc5cccc(Cl)c5)nc4n3)cc2)n1	105	113	92	107	x	80	107	113
Nc1cc(C(F)(F)F)c(-c2cc(N3CCOCC3)nc(N3CCOCC3)n2)cn1	-42*	-48*	-76*	-41*	-62*	-45*	-13*	x
CCC/C(=C\c1ccc(O)c(O)c1)C(=O)NC(Cc1ccccc1)C(=O)C(=O)NCc1ccccc1 (stereo unspecified)	74	94	98	106	91	99	86	99
CNc1ccc(-c2cc(=O)oc3ccc(Cl)cc23)cc1	37	58	x	26	25	10	40	34
Cc1cc(Cl)ccc1Nc1nc(C(F)(F)F)ccc1C(=O)N/N=C/c1ccc(N(C)C)cc1	19	45	13	24	34	18	26	-6.4*
COc1cccc(C2NC(=O)c3c(n[nH]c3N)S2)c1O (stereo unspecified)	98	105	104	100	109	103	98	136
O=C(N/N=C\c1cc(Br)cc(Br)c1O)N/N=C/c1cc(Br)cc(Br)c1O	x	82	45	53	55	x	69	-24*
COc1ccc(-c2cc3c(cc2O)CC[C@@H]2[C@@H]3CC[C@]3(C)[C@@H](O)CC[C@@H]23)cc1	105	108	84	73	93	89	77	104
CN1C(=O)c2ccccc2CC12c1ccccc1C(=O)N2C (stereo unspecified)	100	113	104	93	104	109	x	100
CSc1ccc2c(c1)N(C(=O)/C(C#N)=C/c1ccc(N(C)C)cc1)c1ccccc1S2	95	92	100	96	90	101	93	94
CSc1nc2c(c(=O)n1C)CN(C1CCCCC1)C(=O)C(c1ccccc1)N2 (stereo unspecified)	39[100 µM]	66[100 µM]	36[100 µM]	101[100 µM]	59[100 µM]	50[100 µM]	37[100 µM]	62[100 µM]
N=C(N)c1ccc(-c2ccc(-c3ccccc3)o2)nc1	x	96	86	92	98	78	x	109
Nc1nc(C(F)(F)F)cs1	107	110	104	101	108	103	94	108
CCN(CCO)C(C(=O)c1ccc(Cl)cc1)c1ccc(Cl)cc1 (stereo unspecified)	76	101	94	88	87	93	x	105
Cc1cc(=O)c2c(C)nn(-c3ccccc3)c2[nH]1	94	105	84	87	105	99	84	110
COC(=O)c1ccc2c(c1)nc(-c1ccc(O)c(OC)c1)n2-c1cc(C(C)(C)C)[nH]n1	x	118	84	128	96	88	x	92
COc1ccc(-c2nn3c(=O)c(C#N)c(-c4cn(-c5cccc(Cl)c5)nc4-c4ccc(OC)cc4)c(C#N)c3[nH]2)cc1	65	113	84	x	74	92	84	87
O=C(CSc1nnc(-c2ccc(Cl)cc2)o1)c1ccc(Cl)cc1	105	x	x	89	97	93	93	107
C/C(=C\Cl)COC(C)(C)C	106&99	111&106	107&113	108&101	104&103	97&103	x	107&99
Nc1ccc2c(c1)/C(=C/c1cccnc1)c1ccccc1-2	65	115	95	111	105	x	80	131
O=S(=O)(c1ccccc1)N1C=C/C(=C\Cn2cc(-c3ccccc3)nn2)CC1	73	90	73	94	87	93	93	95
CCN1C(=O)N(CC)C2Nn3c(s/c(=C\c4ccc(F)cc4)c3=O)=NC21 (stereo unspecified)	x	105	114	97	90	101	111	102
C=C(C)[C@@H]1CC[C@]2(C(=O)NC3CCCCC3)CC[C@]3(C)[C@H](CC[C@@H]4[C@@]5(C)CCCNC(C)(C)[C@@H]5CC[C@]43C)[C@@H]12	62	57	6.8*	80	-52*	41	78	35
CCOc1c(C#N)c2c(N)ncnc2n1C1OC(CO)C(O)C1O (stereo unspecified)	50	20	79	77	35	8.5*	58	x
C#C[C@]1(O)CC[C@H]2[C@@H]3CC=C4c5sc(Nc6ccc(C)cn6)nc5CC[C@]4(C)[C@H]3CC[C@@]21C	-1.7*	-72*	-93*	6.2*	-49*	17	-22*	-25*
CC(C)c1cc2c(c3c1C(=O)CC3)C(C)(C)CCC2(C)C	108	110	101	86	78	89	100	100
CC1=C(C)C[C@]2(Cc3ccccc3C2=O)S(=O)C1 (stereo partly specified)	39	82	62	90	78	84	x	90
Cc1nc2c(c3nnc(-c4ccccc4)n13)CC(C)c1ccccc1N2C (stereo unspecified)	70	110	96	95	101	86	73	92
CC/C(=C(/CC)c1ccc(O)cc1)c1ccc(O)cc1	58	60	21	71	44	x	65	55
O=C(Nc1ccc(Oc2cccc(Cl)c2)c(Cl)c1)c1ccncc1	86	82	27	67	74	49	52	65
CC(C)(C)C(=O)/C=c1/[nH]c(=O)/c(=C/c2ccccc2O)s1	80	70	42	46	30	44	61	68
CSc1ccc(C(=O)C[n+]2cccc(C)c2)cc1	105	105	100	107	103	105	100	110
COc1ccc2[nH]c(-c3ccccc3)c(/C=C(\C#N)S(=O)(=O)c3ccccc3)c2c1	63	53	15	79	43	45	57	87
O=C1Nc2cc(Cl)ccc2/C1=C\c1ccc(OCc2ccc([N+](=O)[O-])cc2)cc1	46	85	84	80	83	78	82	101
C=C1CCC2C3(C)COC(c4ccccn4)OC3CCC2(C)C1C/C=C1/C(=O)OCC1O (stereo unspecified)	122	106	99	103	90	98	113	102
NCCCNc1nc2ccccc2c2c(=O)c3cc(C(F)(F)F)ccc3sc12	33	81	46	53	-27*	-17*	72	90
COc1cc(-c2nc3ccccc3c(=O)[nH]2)ccc1OCC(=O)N=Nc1c(O)[nH]c2ccc(Cl)cc12	x	107	90	91	105	96	107	105
CCN(CC)C(C(=O)NC1CCCCC1)c1ccccc1C(=O)OC (stereo unspecified)	92	110	97	119	109	88	x	98
O=c1[nH][nH]c(=O)c2nc3ccccc3nc12	99	108	113	118	94	103	102	115
O=C(Cn1c(=O)sc2nc3ccccc3nc21)Nc1ncc(Cc2cccc(C(F)(F)F)c2)s1	104	120	98	98	100	98	79	121
O=[N+]([O-])c1ccc(O)c(O)c1	x	97	106	97	90	98	100	100
O=C(Nc1cc(Nc2ncccc2-c2ncnc3nc[nH]c23)ccc1F)c1cc(C(F)(F)F)cc(C(F)(F)F)c1	-31*	-66*	-18*	-14*	-42*	0.8*	20	-40*
CC(=O)Nc1ccc(C(=O)c2ccc(S(=O)(=O)Nc3ccccc3)cc2)cc1	74	114	90	100	92	81	105	81
O=C(N/N=C\c1ccc(-c2ccc(Br)cc2)o1)c1cc2oc(-c3cccc(C(F)(F)F)c3)cc2[nH]1	111	81	102	x	117	38	142	x
COC(=O)[C@]12CC[C@@H](C)[C@H](C)[C@@H]1C1=CC[C@@H]3[C@@]4(C)C=C(O)C(=O)[C@@]5(C)COC(=C54)C[C@@]3(C)[C@]1(C)CC2	x	-57*	-98*	-51*	-63*	-60*	-57*	-63*
(continued)
SMILES	HOP-92	SK-MEL-28	SK-MEL-5	HOP-62	M14	A549/ATCC	EKVX	SK-MEL-2
CCCCCCCCCCC/C=C\C[C@H](O)C/C=C1/C(=O)C=C[C@@H]1C/C=C\CCCC(=O)OC	-14*	-20*	-85*	-16*	-32*	16	1.4*	-24*
CS(=O)(=O)OCc1ccc(COS(C)(=O)=O)cc1	118	107	99	96	97	88	104	83
CSc1nc2c(c(=O)n1C)N=C1c3ccccc3C(=O)C1C(c1ccccc1)N2 (stereo unspecified)	29	72	69	77	62	82	75	66
CC(=O)NS(=O)(=O)NC(C)=O	91	114	114	100	112	100	99	119
O=C(Nc1ccc(Br)c(Cl)c1)c1cc(F)ccc1O	-14*	-7.6*	-90*	0.0*	-14*	8.9*	x	-33*
S=C1NCN(CC2CC2)CN1	79&72	119&110	98&101	100&98	110&95	108&97	103	115&100
Cn1cc(-c2cc(N)n3nc(-c4cn(C)c5ccccc45)cc3n2)c2ccccc21	89	95	93	108	32	76	96	119
COC(=O)c1ccc(Cn2cnc3c(N)ncnc32)cc1	92	104	x	97	110	104	102	91
Cn1ncc2c(C(=O)c3ccc(F)cc3)nc(C(C)(C)C)nc21	56	98	100	95	100	92	99	103
COC1=CC2C=C(C3N(c4ccccc4)NC(=O)[C@@H]4CCCN34)C(=O)NC2C=C1 (stereo partly specified)	124	108	102	93	101	107	97	98
O=C1OCC(O)=C1Cc1ccccc1	x	101	104	105	105	100	111	104
C=CCn1c(SCC(=O)Nc2ccc(C(=O)/C=C/c3ccc(Cl)cc3)cc2)nnc1-c1ccc(Cl)c(Cl)c1	70	101	82	84	80	67	80	77
CCCC(CCC(C)=O)[N+](=O)[O-] (stereo unspecified)	100	111	98	104	103	94	97	101
CCOC(=O)C1CC(C(=O)OCC)c2nc3ccccc3nc21 (stereo unspecified)	x	112	101	104	117	x	97	113
Cc1ccc(-c2nc(SCC(=O)c3ccc(Br)cc3)[nH]c(=O)c2C#N)o1	114	113	104	99	101	96	102	105
[2H]C([2H])([2H])Oc1c(F)cccc1/C=C/C(=O)/C=C(O)/C=C/c1cccc(F)c1OC([2H])([2H])[2H]	89	98	101	110	93	91	107	101
CCCCCc1cc(Cl)cc(Cl)c1O	x	111	108	99	105	106	98	x
CCCCCCOC(=O)CC1CC(C(C)=O)C1(C)C (stereo unspecified)	105	114&112	112&105	110	108&106	99&94	101&105	110&107
N#Cc1c(-c2ccc(F)cc2)cc(-c2cccnc2)[nH]c1=O	108	107	103	100	106	100	100	113
COc1ccc(N2COC(=O)c3ccccc32)cc1OC	107	106	101	98	113	98	98	119
O=C(CSc1nc2ccccc2c(=O)n1-c1ccc(Cl)cc1)N/N=C/c1ccc(N2CCOCC2)cc1	107	95	101	111	x	105	102	105
O=C(Nc1ccc(-n2ccc3c(NC(=O)c4ccccc4)ncnc32)cc1)c1ccc(Cl)c(C(F)(F)F)c1	89	63	26	46	9.8*	-41*	48	35
O=C(CN1C(=O)S/C(=C\c2ccc(Cl)cc2)C1=O)Nc1ncc(Cc2ccccc2Cl)s1	108	116	99	115	105	104	99	105
COc1cc2c3c(c(=O)oc2cc1OS(C)(=O)=O)CCCCC3	94	113	97	101	105	102	x	88
O=C1/C(=C/c2ccc([N+](=O)[O-])o2)Oc2ccccc21	x	21	56	62	14	62	x	17
COc1ccc(C(=O)Nc2ccc3oc(-c4cc(OC)c(OC)c(OC)c4)nc3c2)cc1	65	70	53	85	70	68	87	72
S=c1c2ccccc2nc2n1CCc1c-2[nH]c2ccccc12	25	75	67	39	70	68	51	73
O=c1oc2cc(OS(=O)(=O)c3ccccc3)ccc2c2c1CCCCC2	x	73	26	78	70	35	x	x
CNC(=O)c1cc(Oc2ccc3c(c2)sc2nc(-c4ccc(NC(C)=O)cc4)cn23)ccn1	35	70	32	41	46	60	55	45
O=C(Nc1cccc(Cl)c1)Nc1nc2ccccc2s1	93	97	75	97	79	91	66	96

An excerpt from above in order of formula weight, largest number first.
SMILES	HOP-92	SK-MEL-28	SK-MEL-5	HOP-62	M14	A549/ATCC	EKVX	SK-MEL-2
O=C(Nc1ccc(-n2ccc3c(NC(=O)c4ccccc4)ncnc32)cc1)c1ccc(Cl)c(C(F)(F)F)c1	89	63	26	46	9.8*	-41*	48	35
O=C(CSc1nc2ccccc2c(=O)n1-c1ccc(Cl)cc1)N/N=C/c1ccc(N2CCOCC2)cc1	107	95	101	111	x	105	102	105
O=C(CN1C(=O)S/C(=C\c2ccc(Cl)cc2)C1=O)Nc1ncc(Cc2ccccc2Cl)s1	108	116	99	115	105	104	99	105
O=c1oc2cc(OS(=O)(=O)c3ccccc3)ccc2c2c1CCCCC2	x	73	26	78	70	35	x	x
COc1cc2c3c(c(=O)oc2cc1OS(C)(=O)=O)CCCCC3	94	113	97	101	105	102	x	88
S=c1c2ccccc2nc2n1CCc1c-2[nH]c2ccccc12	25	75	67	39	70	68	51	73
N#Cc1c(-c2ccc(F)cc2)cc(-c2cccnc2)[nH]c1=O	108	107	103	100	106	100	100	113
COc1ccc(N2COC(=O)c3ccccc32)cc1OC	107	106	101	98	113	98	98	119
CCCCCCOC(=O)CC1CC(C(C)=O)C1(C)C (stereo unspecified)	105	114&112	112&105	110	108&106	99&94	101&105	110&107
O=C1/C(=C/c2ccc([N+](=O)[O-])o2)Oc2ccccc21	x	21	56	62	14	62	x	17
CCCCCc1cc(Cl)cc(Cl)c1O	x	111	108	99	105	106	98	x

(cont.)
SMILES	HOP-92	SK-MEL-28	SK-MEL-5	HOP-62	M14	A549/ATCC	EKVX	SK-MEL-2
Cc1csc(N/N=C/c2cn(-c3ccccc3)nc2-c2cc3ccccc3oc2=O)n1	110	100	96	94	104	89	105	105
CCOC(=O)CC1CSC(Nc2ccc(C(=O)O)cc2)=N1 (stereo unspecified)	106	106	104	101	100	104	104	111
O=C1OCCOC(=O)N2CCN(CC2)C(=O)OCCOC(=O)N2CCN1CC2	88	104	113	97	93	101	100	101
COC(=O)c1nnn(-c2cc(Cl)ccc2Cl)c1C(=O)c1ccc(Cl)c(Cl)c1	104	100	101	94	98	94	86	129
COc1ccc(-c2csc(NC(=O)CSc3nc(N)cc(N)n3)n2)cc1	94	104	98	109	102	103	99	100
O=C(NCc1cn[nH]c1-c1ccc(F)cc1)[C@H]1CCC(=O)N(CCCc2ccccc2)C1	117	91	99	109	98	116	100	97
O=C1OCC/C1=C/OCCCCCO/C=C1/CCOC1=O	84	99	103	103	107	93	96	116
